ASM inhibitor: Inhibitors of Secretory Acid Sphingomyelinase (S-ASM): qHTS; placental ASM, HMU-PC fluorogenic substrate, 60 min; Sphingomyelin phosphodiesterase (Homo sapiens), P17405; 340,000 tested, 0.006% active; AID 504937, 2011; Potency, µM (titrated, usually from 57.5 µM), without a hit: at the top dose activity change, negative = inhibition, hits mostly inhibitors; also: potency is read from the fitted curve at half-maximal effect
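Fluorescence read-out (Ex 386 nm, Em 447 nm) after stopping the reaction at pH 10. Enzyme: ASM from human placenta; substrate HMU-PC0, 9 uM final; 60 min, 37 °C. Compound preincubation 10 min, ambient temperature.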
B2AR arrestin: qHTS assay of beta-arrestin-biased ligands of beta2-adrenergic receptor. Beta-2 adrenergic receptor (Homo sapiens), P07550. beta-arrestin recruitment to beta2AR, cell-based reporter. Potency, µM (highest dose often 46.1 µM), for the others: top-dose activation, usual class: activators. 330,000 tested, 0.02% active;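 also: potency is read from the fitted curve at half-maximal effect; 0% = DMSO controls and full agonism = EC100 isoproterenol or metaproterenol; nearly all actives have a fitted effect of over 65% in size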
FBPA coupling cs: qHTS Assay for Inhibitors of Fructose-1,6-bisphosphate Aldolase from Giardia Lamblia: Coupling assay counterscreen; 290,000 tested, 0.67% active; activity change, negative = inhibition, % at 58.2 µM, hits read low; coupling enzyme system counterscreen, AmpLite Red fluorescence; in the data active = activity change below about -30%; also: % is scaled to controls: 0 for no effect and ±100 for the full control effect
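First, compound is pin-transferred into glyceraldehyde-3-phosphate coupling-enzyme reagent at 57.5 uM final and held 10 min at RT. Next, substrate, coupling system and AmpLite Red are added. After 20 min RT, fluorescence (525/598 nm) is read.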
PKM2 activator: qHTS Assay for Activators of Human Muscle isoform 2 Pyruvate Kinase; Pyruvate kinase PKM (Homo sapiens), P14618; Potency, µM (doses to about 57.5 µM), for the others: top-dose activation, usual class: activators; 260,000 tested, 0.34% active; purified PKM2, Kinase-Glo ATP luminescence, activation; response scale: 0% is enzyme alone, no compound; also: potency is read from the fitted curve at half-maximal effect; % is scaled to controls: 0 for no effect and ±100 for the full control effect; nearly all actives have a fitted effect of over 55% in size
Target sequence (P14618 whole entry, looked up, canonical isoform): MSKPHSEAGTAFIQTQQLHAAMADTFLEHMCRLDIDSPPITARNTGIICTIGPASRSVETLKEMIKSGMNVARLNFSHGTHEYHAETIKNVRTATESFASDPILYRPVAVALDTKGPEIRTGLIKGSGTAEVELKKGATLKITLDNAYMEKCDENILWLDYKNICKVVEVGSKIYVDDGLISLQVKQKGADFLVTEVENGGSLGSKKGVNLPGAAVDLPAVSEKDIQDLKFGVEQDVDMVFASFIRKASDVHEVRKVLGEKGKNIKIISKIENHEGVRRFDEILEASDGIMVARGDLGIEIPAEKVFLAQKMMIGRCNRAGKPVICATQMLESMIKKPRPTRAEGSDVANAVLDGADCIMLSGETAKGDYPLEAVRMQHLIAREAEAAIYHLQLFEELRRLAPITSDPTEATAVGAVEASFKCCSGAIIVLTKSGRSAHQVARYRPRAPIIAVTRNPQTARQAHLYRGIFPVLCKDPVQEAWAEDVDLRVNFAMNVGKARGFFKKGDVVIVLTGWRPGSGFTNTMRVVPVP
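Kinase-Glo luminescence reports ATP generated from ADP (0.1 mM) and PEP (0.5 mM) by purified hPK-M2 after 1 h at room temperature, pH 7.2 imidazole buffer; intermediate enzyme activity allows detecting inhibitors and activators.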
Giardia killer: Small Molecules that selectively kill Giardia lamblia: qHTS; Giardia lamblia trophozoite viability; activity change, % at 7.66 µM, hits read low; 340,000 tested, 0.15% active; AID 540267, 2011; in the data active = activity change below about -80%; inconclusive = between about -30% and that limit;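 also: parasites exposed to compound for two days anaerobically before the ATP read; % is scaled to controls: 0 for no effect and ±100 for the full control effect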
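Anaerobic 48 hrs incubation at 37 deg C of 100 trophozoites/well with test compounds; ATPLite 1-Step luminescence, 15-30 min RT, reports cellular ATP as viability.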
Chronic BCR inh: qHTS Assay to Find Inhibitors of Chronic Active B-Cell Receptor Signaling. 340,000 tested, 0.05% active. ABC-DLBCL IkBa-CBG/CBR reporter, luminescence ratio, 4 h. Potency, µM (series often up to 46.1 µM), for the others: top-dose ratio change, negative = lower green/red ratio, most hits filed as inhibitors; active = well fitted inhibition curve with a large enough effect in the signal ratio, with a control signal flat, not every such curve was filed as active; inconclusive = small, poorly fitted or top-dose-only effect, or effect the other way, or a change in a side signal; the % refers to the signal ratio;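 also: potency is read from the fitted curve at half-maximal effect; plate controls were basal doxycycline-induced cells for no effect and cells given 10 µM MG132 for full effect; MG132 reads +100%, hits lower the ratio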
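Cell line TMD8 (human ABC DLBCL), stably expressing tet-inducible CBG68-IkBa fusion and CBR; IMDM/0.5% FBS; cpd up to 46 uM; dox induction, 4 h, 37C/5% CO2; dual luminescence; green/red ratio; MG132 control.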
Menin MLL FP TR: qHTS Assay for Inhibitors Targeting the Menin-MLL Interaction in MLL Related Leukemias: Competition With Texas Red Labeled MLL-derived Mutant Peptide | AID 1768, 2009 | O00255 | Potency, µM (series often up to 61.6 µM), for inactives: at the top dose FP activity change, negative = inhibition, actives largely listed as inhibitors | Menin + Texas Red MLL mutant peptide, fluorescence polarization | 270,000 tested, 0.23% active; active = well fitted inhibition curve with a large enough effect in the polarisation, with a control signal flat, not every such curve was filed as active; inconclusive = small, poorly fitted or top-dose-only effect, or effect the other way, or a change in a side signal; inactive = no such curve, though single readings can be large or run the other way; the % refers to the polarisation; also: potency is read from the fitted curve at half-maximal effect; % of control where 0% means no effect; many of its hits are not listed in these tables
PTAP TSG101 blk: qHTS Assay for Iinhibitors of HIV-1 Budding by Blocking the Interaction of PTAP/TSG101 | Fluorescence polarization, FITC-PTAP peptide / Tsg101 binding | AID 493005, 2010 | Tumor susceptibility gene 101 protein (Homo sapiens), Q99816 | 340,000 tested, under 10 active | Potency, µM (series often up to 115 µM), for the others: top-dose activity change, negative = inhibition, actives largely listed as inhibitors; active = well fitted inhibition curve with a large enough effect in the main read-out, with a control signal flat, not every such curve was filed as active; inconclusive = small, poorly fitted or top-dose-only effect, or effect the other way, or a change in a side signal; inactive = no such curve, though single readings can be large or run the other way; also: potency is read from the fitted curve at half-maximal effect; % of control where 0% means no effect
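Fluorescence polarization binding of Tsg101 binding domain (10 uM final) to FITC-labeled PTAP peptide (50 nM final) in HEPES pH 7.5 buffer with NaCl, Tween 20, EDTA, TCEP. Compounds added before peptide; binding 20 min at RT.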
Tb PFK inh: qHTS Assay to Find Inhibitors of T. brucei phosphofructokinase; 330,000 tested, 0.17% active; T. brucei PFK, ADP-Glo luminescence; ATP-dependent 6-phosphofructokinase (Trypanosoma brucei brucei), O15648; Potency, µM (highest dose often 57.5 µM), for the others: at the highest dose activity, negative = inhibition, actives largely listed as inhibitors; AID 485367, 2010;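 also: potency is read from the fitted curve at half-maximal effect; 0% = uninhibited 1x PFK enzyme wells and -100% = no-enzyme wells; nearly all actives have a fitted effect of over 60% in size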
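ADP-Glo luminescence quantified ADP after 45 min at room temperature, with 1.25 nM T. brucei PFK, 0.1 mM ATP and 0.5 mM fructose-6-phosphate in pH 8.0 TEA buffer. qHTS titrations up to 57 µM; curves classified by quality.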
a7 integrin act: qHTS for Activators of Integrin-Mediated Alleviation for Muscular Dystrophy; 350,000 tested, 0.064% active; alpha7betagal myoblasts, beta-gal FDG fluorescence, 48 h; Potency, µM (series often up to 38.3 µM), for inactives: top-dose activation, most hits filed as activators;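 also: potency is read from the fitted curve at half-maximal effect; 100% = response of the positive control SU9516; nearly all actives have a fitted effect of over 60% in size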
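Alpha7betagal+/- myoblasts (passage 13) were plated 16-24 hr, then exposed to compounds (1:260 dilution of DMSO stock) for 48 hours at 37C. After MPER lysis, β-galactosidase reporter activity was read as FDG fluorescence (ex 480/em 540) after 30 minutes.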
GALK inh: qHTS Assay for Inhibitors of Human Galactokinase (GALK); P51570; Purified GALK, Kinase-Glo residual ATP luminescence; Potency, µM (highest dose often 57.5 µM), without a hit: top-dose activity change, negative = inhibition, hits mostly inhibitors; 270,000 tested, 0.007% active; also: potency is read from the fitted curve at half-maximal effect; % is scaled to controls: 0 for no effect and ±100 for the full control effect
Target sequence (P51570 whole entry, looked up): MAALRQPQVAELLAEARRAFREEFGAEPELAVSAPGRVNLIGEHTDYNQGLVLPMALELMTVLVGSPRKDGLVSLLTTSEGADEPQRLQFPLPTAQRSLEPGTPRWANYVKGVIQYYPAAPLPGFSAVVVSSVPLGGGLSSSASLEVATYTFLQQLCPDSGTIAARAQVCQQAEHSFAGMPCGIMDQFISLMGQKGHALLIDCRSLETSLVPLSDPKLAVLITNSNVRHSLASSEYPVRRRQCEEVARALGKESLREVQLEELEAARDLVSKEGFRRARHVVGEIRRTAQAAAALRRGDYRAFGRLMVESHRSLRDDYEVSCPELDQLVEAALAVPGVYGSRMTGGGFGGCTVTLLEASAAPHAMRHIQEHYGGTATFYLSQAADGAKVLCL
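Kinase-Glo Plus luminescence measured ATP left after a 1 h room-temperature reaction. The reaction used 5 nM GALK, 100 uM galactose and 35 uM ATP at pH 8.0 (20 mM HEPES, 5 mM MgCl2, 60 mM NaCl, 1 mM DTT, 0.01% BSA).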
* marks the source's active call; other numbers are inactive results; i = inactive; ? = inconclusive; . = not tested or not shown; [ ] = remark or other dose. Unless noted, calls follow the shape of the dose curve; as a rule, active = well fitted curve in the direction sought with a large enough effect; inconclusive = small, poorly fitted or top-dose-only effect, or another doubt; inactive = no such curve, though single readings can be large; an effect the other way counts as inactive or inconclusive. The list is partial. The share of hits here may be higher or lower than overall.

SMILES | ASM inhibitor | B2AR arrestin | FBPA coupling cs | PKM2 activator | Giardia killer | Chronic BCR inh | Menin MLL FP TR | PTAP TSG101 blk | Tb PFK inh | a7 integrin act | GALK inh
CN(C(=O)COn1nnc2ccc(S(=O)(=O)N3CCOCC3)cc21)c1ccccc1 | -3% | 0.4% | . | . | -1 | 1% | . | -2% | -5% | -37% | .
CCOC(=O)c1c(-c2ccc(C)o2)csc1NC(=S)NC(=O)c1ccc(F)cc1 | -2% | -0.5% | -8 | ? | -10 | 8% | 4% | -2% | -1% | -24% | -2%
NC(=O)Nc1ccc(Oc2ncc(C(F)(F)F)cc2Cl)cc1 | -2% | -1.0% | 0 | 6% | -7 | ? | 6% | -9% | -4% | -10% | 1%
O=C(c1nc2ncccn2n1)N1CCN(c2ccc(F)cc2)CC1 | 0% | 0.0% | 0 | 12% | 15 | ? | 2% | 0% | -7% | 14% | 0%
COc1cc(-c2nnc(CSc3nc4ccccc4s3)o2)cc(OC)c1OC | . | 0.3% | 7 | -20% | . | ? | -11% | . | -2% | . | 1%
C=CCNC(=O)CCC(=O)NNc1nc2ccccc2c2nc(-c3ccccc3)nn12 | -4% | -0.1% | 2 | -1% | 4 | 10% | -13% | -4% | -3% | 1% | 5%
CC1CCCC(NC(=O)COc2ncnc3ccccc23)C1C (stereo unspecified) | 3% | -0.1% | . | . | -19 | 2% | . | -3% | -1% | 9% | .
O=C(CCNC(=O)C1CCN(S(=O)(=O)c2ccccc2)CC1)NCc1ccc(Cl)cc1 | i | 0.0% | . | . | -14 | 0% | . | 3% | -4% | 0% | 4%
Cc1ccccc1OCCC(=O)N(CC(C)C)c1c(N)n(Cc2ccccc2)c(=O)[nH]c1=O | -1% | -0.2% | . | . | -15 | 1% | . | -7% | -6% | 45% | .
CCc1ccc(NC(=O)c2ccccc2Br)cc1 | 1% | -0.4% | -9 | -6% | -9 | ? | -7% | -2% | 0% | 13% | 1%
N#C/C(=C\c1sc(N2CCOCC2)nc1-c1ccccc1)C(=O)Nc1cccc2ccccc12 | . | 0.0% | 3 | 7% | . | -6% | -4% | . | -1% | . | 2%
O=[N+]([O-])c1ccc(S(=O)(=O)NCC2CC3CCC2C3)cc1 (stereo unspecified) | -1% | -0.4% | 0 | . | 2 | 2% | -16% | -1% | 8% | -10% | 1%
NS(=O)(=O)c1ccc(NC(=S)NC(=O)c2cccnc2)cc1 | -1% | 0.2% | -2 | 0% | 16 | 1% | -9% | 1% | 0% | -2% | 0%
N#CC(C#N)=Cc1cnc(N2CCN(c3ccccc3)CC2)s1 | 0% | 0.4% | -1 | . | -1 | 7% | -1% | -3% | -12% | -25% | -1%
Cc1cc(/C=C2\C(=N)N3C(SCc4ccccc4)=NSC3=NC2=O)c(C)n1Cc1ccccc1 | 4% | -0.2% | 0 | -9% | 1 | 13% | 16% | -2% | 1% | -12% | 0%
O=C(/C=C/c1cccs1)Nc1ccncc1 | 2% | 0.3% | 1 | -7% | -10 | ? | -7% | 0% | -6% | 12% | 0%
CCCCNC(=O)Nc1cc(C(=O)OC)ccc1C | 2% | 0.0% | 3 | -1% | 4 | ? | -8% | 0% | 0% | 6% | 2%
CCc1cc(=O)[nH]c(-n2[nH]c(-c3ccccc3)cc2=O)n1 | 0% | 0.2% | 3 | ? | -9 | 0% | 4% | -4% | -4% | -8% | 4%
Cc1cc(C)n(CC(C)(O)c2ccccc2)n1 (stereo unspecified) | -3% | -0.2% | . | . | -10 | -1% | . | 0% | -7% | 9% | .
Cn1c(=O)c2c(nc(N3CCCC3)n2CC(O)CO)n(C)c1=O (stereo unspecified) | 0% | -0.2% | 4 | -2% | 1 | 1% | -6% | 4% | -6% | -3% | 0%
O=C(c1ccc(Br)o1)N1CCN(c2ccccn2)CC1 | 6% | -0.1% | -17 | -5% | -3 | ? | -9% | -1% | 0% | 1% | 0%
CCCCCn1c(CN2CCCCC2C)nc2c1c(=O)n(C)c(=O)n2C (stereo unspecified) | 3% | -0.2% | 2 | 0% | 3 | 4% | ? | -6% | -6% | 16% | 0%
CC(C)C1C2=C(CC(C)(C)CC2=O)ON1c1ccccc1 (stereo unspecified) | 56%[activator] | -0.6% | -2 | -4% | 3 | -3% | -13% | -7% | 10% | -24% | 0%
O=C(Nn1nnnc1Nc1ccccc1)C12CC3CC(CC(C3)C1)C2 | -6% | -0.2% | 0 | 0% | -6 | 0% | 6% | -2% | 1% | 10% | -1%
O=C(NCc1ccc(OC(F)(F)F)cc1)C1CC(c2ccccc2C(F)(F)F)=NO1 (stereo unspecified) | -6% | -0.1% | 0 | -5% | 6 | 0% | . | -17% | -17% | 1% | 2%
c1ccc(-c2nc(CSc3nnc(-c4cccs4)o3)cs2)cc1 | -12% | -0.1% | -4 | -16% | -7 | -11% | 27% | 14% | -8% | ? | 1%
CC(C)CC(NC(N)=O)C(=O)Nc1ccc2c(c1)OCO2 (stereo unspecified) | 3% | 0.2% | -21 | -5% | -7 | -7% | 24% | -2% | 1% | -3% | 6%
Cc1ccccc1S(=O)(=O)c1c(C)cc(C)n(CC(C)C)c1=O | -11% | -1.1% | 9 | -5% | -26 | 21% | 0% | -7% | 4% | 11% | 3%
COC(=O)c1[nH]c2cccc(Cl)c2c1NC(=O)CN(C)C1CCCCC1 | 2% | -1.0% | -2 | 5% | -10 | -11% | -7% | -5% | -7% | -9% | -1%
Cc1ccc(-n2c(COc3c(C)cccc3C)nnc2SCC(=O)Nc2nccs2)cc1 | -2% | -0.1% | -9 | -4% | -12 | -10% | ? | -3% | -5% | 2% | -1%
CCc1nnc(NC(=O)CSc2nnc(-c3ccccc3O)o2)s1 | 3% | -0.1% | -2 | -19% | 8 | ? | 5% | -6% | -2% | 4% | 2%
COc1ccc(S(=O)(=O)N2CCCOC2CNC(=O)C(=O)NC2CCCC2)cc1 (stereo unspecified) | 5% | -1.3% | . | -3% | -11 | 0% | . | -1% | -3% | -21% | -4%
Cc1ccc(C(=O)NC2CCN(CCCC(=O)c3ccc(F)cc3)CC2)cc1 | -1% | 0.2% | -1 | 2%[11.5 µM] | -2 | 2% | -7% | 1% | -5% | -18% | 6%
Cc1nc(-c2cccc(NC(=O)C3CCCCC3)c2)cs1 | -3% | 0.1% | 6 | -5% | 3 | 0% | -4% | -4% | -1% | 31% | 2%
O=C(CSc1nc2sc3c(c2c(=O)n1-c1ccccc1)CCCC3)N/N=C/c1ccc(C(=O)O)cc1 | 3% | 0.4% | 2 | 13% | 2 | ? | 19% | 0% | -13% | -17% | -5%
CCCCCCNC(=O)C(C(=O)OCC)C1CCCCC1 (stereo unspecified) | -1% | -0.7% | 0 | -5% | 12 | 1% | -6% | -6% | -2% | -4% | 1%
CCCCC1CCC(/C(N)=N/O)CC1 (stereo unspecified) | -1% | -1.2% | 12 | -4% | 5 | -1% | 2% | -6% | 2% | 9% | 1%
COCc1cc(C)nc2sc(C(=O)NC3CCCCC3)c(N)c12 | 19% | 0.0% | -5 | -2% | 7 | ? | -3% | -2% | 0% | 3% | 0%
CC(C)(C)C1CCc2c(sc3ncn(N)c(=N)c23)C1 (stereo unspecified) | -6% | -0.8% | 1 | -2% | -9 | ? | . | 1% | 8% | -58%[inhibitor] | -1%
CCN1CCN(C(=S)Nc2cc(S(=O)(=O)N(CC)CC)ccc2C)CC1 | 6% | -0.3% | -1 | 2% | -6 | 1% | -12% | -1% | 0% | -3% | 10%
